Bioassay records (PubChem)
HCV core dimer = HCV core protein dimerization inhibition. TR-FRET GST/Flag-core106 dimerization, 1536-well. inhibition, % at 5 µM. actives 0.33% (n = 300,000);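 active = inhibition above the mean of all tested compounds plus 3 SD, set per screening campaign, cut at about 45% in these data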
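test system = GST/Flag-tagged HCV core106 proteins | probe or stimulus = Eu donor and XL665 acceptor anti-tag antibodies | times = compound-protein-antibody incubation 4 h at 22.5 °C | signal = TR-FRET, excitation 340 nm, emission 617 and 671 nm | measure = percent inhibition of core106 dimerization signal | controls = wells lacking GST-core106 and wells with excess unlabelled core106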
proCasp7 act = counter-screen: procaspase-7 (human) activation; activation, % at 8.5 µM; recombinant procaspase-7, Ac-DEVD-pNA absorbance 405 nm; D23A/D198A/D206A triple mutant, cannot self-cleave; scale: DMSO 0, 5 µM enzyme 100; AID 463210; P55210; actives 0.093% (n = 330,000);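 active = percent activation above the screen-wide mean plus 3 SD, cut at about 25% in these data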
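System: Uncleavable procaspase-7 mutant enzyme; Amount: 2 µM procaspase-7 mutant as dispensed; Schedule: 1 h compound preincubation, 2 h substrate cleavage, 25 °C; Measured by: 405 nm absorbance of p-nitroaniline; Evaluation: percent activation from buffer-corrected 0–120 min absorbance change; Control set: low DMSO alone, high DMSO plus 5 µM PC-7.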
PP1 inh = counter-screen for PP5 inhibitors: inhibitors of human PP1-alpha | P62136 | purified PP1alpha, OMFP fluorescence | inhibition, % at 6.7 µM | actives 0.9% (n = 320,000);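 active = inhibition above the mean inhibition of all tested compounds plus 3 SD, computed separately for each screening campaign, cut at about 15% in these data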
Target sequence (P62136 whole entry, looked up): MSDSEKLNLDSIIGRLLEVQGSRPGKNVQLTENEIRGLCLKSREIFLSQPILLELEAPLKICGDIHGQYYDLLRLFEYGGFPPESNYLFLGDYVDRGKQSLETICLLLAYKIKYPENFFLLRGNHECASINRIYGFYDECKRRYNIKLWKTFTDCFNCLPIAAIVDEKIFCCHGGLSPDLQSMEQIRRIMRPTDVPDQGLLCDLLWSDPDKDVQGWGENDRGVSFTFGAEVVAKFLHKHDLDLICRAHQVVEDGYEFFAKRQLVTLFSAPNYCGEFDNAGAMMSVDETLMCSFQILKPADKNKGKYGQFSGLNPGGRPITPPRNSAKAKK
CTSL1 counter = blocks F. hepatica cathepsin L1 in PFM18AAP counter-screen; inhibition, % at 5.96 µM; actives 0.49% (n = 300,000); recombinant F. hepatica cathepsin L1, Z-Leu-Arg-MCA fluorescence; AID 1906;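 active = inhibition above the mean of all tested compounds plus 3 SD, set per screening campaign, cut at about 17% in these data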;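 note: 0% = plate median of test compound wells and 100% = 1 µM Z-Phe-Ala-diazomethylketone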
procasp3 activ = activators of human procaspase-3; recombinant procaspase-3 D3A, Ac-DEVD-pNA absorbance 405 nm; activation, % at 8.5 µM; actives 0.11% (n = 330,000); AID 463141;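 active = activation above the mean of all tested compounds plus 3 SD, cut at about 21% in these data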;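 note: 0% = DMSO alone and 100% = DMSO wells spiked with extra 5 µM PC-3 D3A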
Target sequence (P42574 whole entry D9A/D28A/D175A): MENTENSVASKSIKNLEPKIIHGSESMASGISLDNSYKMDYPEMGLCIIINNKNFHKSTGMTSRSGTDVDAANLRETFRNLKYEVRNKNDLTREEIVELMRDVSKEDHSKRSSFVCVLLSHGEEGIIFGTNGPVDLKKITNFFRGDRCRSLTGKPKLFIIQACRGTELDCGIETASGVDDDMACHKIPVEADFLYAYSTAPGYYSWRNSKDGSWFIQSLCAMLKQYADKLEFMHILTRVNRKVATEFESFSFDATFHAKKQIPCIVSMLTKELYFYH
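material = Procaspase-3 D3A mutant | probe or stimulus = Ac-DEVD-pNA | compound = single dose, 8.5 µM nominal compound, 0.8% DMSO | timing = 1 h preincubation, 2 h reaction | measured by = 405 nm absorbance of p-nitroaniline, reads at 0 and 120 min | benchmarks = DMSO-only low control, 5 µM PC-3 D3A high control | repeats = singlicate, each compound tested once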
PP5 inh = PP5 (human) phosphatase inhibition; AID 1987; purified PP5c, OMFP substrate fluorescence; P53041; inhibition, % at 6.7 µM; actives 0.18% (n = 320,000);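 active = inhibition above the campaign's mean inhibition across all tested compounds plus 3 SD, cut at about 9.5% in these data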;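 note: 0% = DMSO only and 100% = 100 µM cantharidin control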
TPT1 inh = inhibitors of Candida albicans tRNA 2'-phosphotransferase TPT1. recombinant caTPT1, FP RNA substrate dephosphorylation. inhibition, % at 5 µM. actives 0.81% (n = 300,000). AID 1962;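 active = inhibition above the mean of all tested compounds plus 3 SD, set per screening campaign, cut at about 24% in these data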;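 note: plate controls were DMSO alone for no effect and ferristatin control at 100 nM for full effect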
GASC-1 inh = inhibitors of human GASC-1 (JMJD2C) demethylase | GST-JMJD2C(1-420) H3K9me3 demethylation, DELFIA europium | inhibition, % at 2.35 µM | actives 0.069% (n = 330,000) | AID 2099;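 active = more than half of a compound's replicate wells show inhibition beyond 50%, single wells judged on their own value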;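 note: signal counts dimethyl H3K9 product captured on neutravidin plate; 0% = median of DMSO wells and 100% = 0.3 times that DMSO median; strong numbers were not always called active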
Target sequence (Q9H3R0 1-420 limits assumed): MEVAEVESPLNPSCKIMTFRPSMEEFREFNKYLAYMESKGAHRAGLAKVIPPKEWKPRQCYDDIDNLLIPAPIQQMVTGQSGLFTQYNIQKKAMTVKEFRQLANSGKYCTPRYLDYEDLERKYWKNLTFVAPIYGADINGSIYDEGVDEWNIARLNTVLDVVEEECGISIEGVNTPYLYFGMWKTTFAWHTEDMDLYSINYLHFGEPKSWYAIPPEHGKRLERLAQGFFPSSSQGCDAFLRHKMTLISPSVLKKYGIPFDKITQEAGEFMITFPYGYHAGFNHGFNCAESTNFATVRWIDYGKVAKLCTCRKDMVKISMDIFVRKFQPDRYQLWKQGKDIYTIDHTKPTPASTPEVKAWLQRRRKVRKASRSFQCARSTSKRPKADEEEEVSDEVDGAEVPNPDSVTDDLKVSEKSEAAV
Efflux pump mplx = antifungal efflux pump inhibition, Nile Red retention | inhibition, % at 10 µM | S. cerevisiae Candida pump triplex | actives 0.44% (n = 330,000) | AID 485275;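 active = plate passing quality check with inhibition over a set limit, or well fluorescence over plate mean plus 4 SD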;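 note: Nile Red retained in pooled yeast measured as flow cytometry median fluorescence; 0% = buffer negative control and 100% = Enniatin B positive control; higher means more Nile Red kept so more efflux inhibition; some compounds called inactive have numbers as strong as hits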
* marks the source's active call; other numbers are inactive results; . = not tested or not shown.

SMILES	HCV core dimer	proCasp7 act	PP1 inh	CTSL1 counter	procasp3 activ	PP5 inh	TPT1 inh	GASC-1 inh	Efflux pump mplx
CCCNC(=O)/C(C#N)=C1\N=C(NC(=O)c2ccco2)c2ccccc21	-9	8	-1	4	-6	-0.9	4	7	0.3
COc1cnn(-c2ccc(C)cc2)c(=O)c1SCc1ccccc1	-23	6	-1	-2	0	2.4	-1	-8	0.1
Cc1ccc(Cn2c(SCc3cccnc3)nc3c2c(=O)n(C)c(=O)n3C)cc1	7	3	0	0	2	3.4	1	-5	0.0
COc1cc(/C=C/C(=O)OCC(=O)c2c[nH]c3ccccc23)ccc1OC(F)F	0	9	2	-1	3	7.5	1	-9	-0.2
COc1ccc(CN(Cc2cccnc2)C(=S)NCCc2ccccc2)cc1OC	-6	-1	0	-2	7	1.5	-4	7	0.1
O=C(NCCOc1ccc(F)cc1)C1CCC(=O)N(CCCN2CCOCC2)C1 (stereo unspecified)	0	1	4	3	6	-0.1	-2	-4	-0.1
Cc1c(Cl)cnc(NC(=O)CSc2n[nH]c(N)n2)c1Cl	.	1	0	.	3	0.2	.	2	-0.1
Cc1ccc(NC(=O)Nc2ccc(F)cc2)nc1	-2	0	3	2	3	-0.4	0	-3	0.0
Cc1cc(C)c(CN2CCC(n3nccc3NC(=O)C3CCCC3)CC2)cc1C	-3	-1	2	-2	0	1.9	2	2	0.4
O=[N+]([O-])c1ccc(Oc2c(F)c(F)nc(N3CCCC3)c2F)cc1	0	7	0	10	-8	0.6	-1	-4	-0.1
Cc1nnc(Nc2ccc(C(=O)NCCO)cc2)c2ccccc12	-2	-6	-4	6	7	-1.2	-3	-4	0.1
COc1cccc(NC(=O)c2cc([N+](=O)[O-])ccc2N2CCN(C)CC2)c1	-1	-7	1	2	-11	4.2	2	-1	0.2
CC(C)(C)OC(=O)N1CCC(C(=O)N[C@@H](Cc2ccccc2)C(=O)O)(c2ccccc2)CC1	-5	8	1	5	-4	3.1	-3	3	0.4
O=C(NCC1CCCO1)c1sc2cc(Cl)ccc2c1Cl (stereo unspecified)	2	9	0	-1	2	0.8	-2	-2	0.0
CN1CCN(C(=O)C2=C[C@H](c3ccc(C(F)(F)F)cc3)C[C@H](OCc3ccc(CO)cc3)O2)CC1	-2	-4	0	-6	4	4.2	-1	5	-0.2
Cc1n[nH]c(=O)nc1N/N=C/c1cccs1	-5	2	-2	4	5	1.8	-1	3	-0.1
CC(C)(C#N)NC(=O)C(=O)c1c(-c2ccccc2)cc2ccccn12	-5	-8	1	3	-7	0.6	0	0	0.0
O=C(CSc1nnc(COc2ccccc2)n1Cc1ccco1)Nc1ccc2c(c1)OCCO2	-2	5	0	1	6	1.9	-5	9	-0.1
COc1cc(OC)c(C(=O)OCC(=O)Nc2nnc(-c3ccccc3)o2)cc1OC	.	6	-1	.	8	-1.4	.	3	0.1
CC(=O)c1ccc(S(=O)(=O)NCC(=O)NC(c2nc3ccccc3[nH]2)C(C)C)cc1 (stereo unspecified)	.	-27	.	.	-13	.	.	0	-0.1

Sorted by value in TPT1 inh (lowest first): some entries from above
molecule | TPT1 inh
O=C(NCC1CCCO1)c1sc2cc(Cl)ccc2c1Cl (stereo unspecified) | -2
CN1CCN(C(=O)C2=C[C@H](c3ccc(C(F)(F)F)cc3)C[C@H](OCc3ccc(CO)cc3)O2)CC1 | -1
CC(C)(C#N)NC(=O)C(=O)c1c(-c2ccccc2)cc2ccccn12 | 0

The results go on.
SMILES	HCV core dimer	proCasp7 act	PP1 inh	CTSL1 counter	procasp3 activ	PP5 inh	TPT1 inh	GASC-1 inh	Efflux pump mplx
S=C(NCc1cccnc1)Nc1ccc(Cl)c(Cl)c1	-2	1	4	1	1	2.9	-5	4	-0.1
COc1ccccc1N1CCN(c2ccc(N3C(=O)CCC3=O)cc2[N+](=O)[O-])CC1	1	4	4	6	-11	1.1	0	-17	0.6
COc1ccc(CNCc2cn(-c3cccc(F)c3)nc2-c2ccc(C)o2)cc1	-4	-1	12	1	0	0.0	3	0	0.2
O=C(CN(Cc1ccccc1Cl)C(=O)CNS(=O)(=O)c1ccccc1)NCC1CCCO1 (stereo unspecified)	-3	-7	-2	4	5	0.4	-2	4	-0.2
CCCCn1nc2cc(C(=O)NCc3ccccc3OC)ccc2c1OCC	4	10	2	-3	8	-1.5	-2	-5	-0.1
CCOC(=O)/C(=C/Nc1ccc(F)c(F)c1)[N+](=O)[O-]	-4	-1	-1	0	-1	0.4	-2	10	-0.1
O=C(NCc1cccs1)c1noc2c1CCCCC2	-1	1	-2	2	3	0.2	2	3	0.1
CC(C)CCN1CCN(Cc2cccs2)CC1CCO (stereo unspecified)	2	-2	-6	-20	9	-2.0	-5	-2	0.0
COc1ccc(N2CCc3c(C)nc(SC)nc32)cc1	-20	7	2	-1	-3	0.9	-8	-5	0.1
O=C(c1cc2cc(Br)ccc2oc1=O)N1CCCC1	-1	-1	-5	-2	8	1.4	2	-3	-0.1
CCn1ncc(Br)c1C(=O)Nc1ccc2c(c1)OCCO2	-5	2	-3	0	-1	0.5	-4	-16	-0.1
COc1ccc(Br)cc1C(=O)N/N=C/c1ccc2c(c1)n(C)c(=O)n2C	12	-8	3	3	-3	-0.1	-1	3	-0.5
CCN(CC)S(=O)(=O)c1ccc(OC)c(NC(=O)CSc2cc(Cl)ccc2Cl)c1	3	9	2	2	6	2.1	-4	-3	0.1
COc1ccccc1C(=O)NCCNc1nc2cc(C)cc(C)c2cc1C#N	-15	-10	-7	0	1	-3.0	2	-19	0.1
CSCCC(NC(=O)c1ccc(=O)n(C)n1)c1nc2ccccc2[nH]1 (stereo unspecified)	10	-3	2	-1	2	-0.2	-2	6	0.0
CC(c1cccnc1)N(C(=O)Nc1ccccc1)C1CCCCC1 (stereo unspecified)	10	9	-6	-2	3	-1.0	-2	8	-0.1
Cc1cccc(NC(=O)Cn2nnc(C(=O)NCc3ccco3)c2N)c1	-2	-4	-1	-2	6	0.5	-2	9	0.0
O=C(NCc1cccnc1)C1CCN(S(=O)(=O)c2cc(Cl)ccc2Cl)CC1	5	2	-2	0	6	1.3	1	8	0.0
COC(=O)Nc1ccc(Cn2cc(C(F)(F)F)ccc2=O)cc1	3	-3	-11	-6	-4	-3.3	3	16	0.3
COc1ccc(CCNC(=O)CCCn2ncn3c(cc4occc43)c2=O)c(OC)c1	3	9	-1	-5	3	0.9	0	-2	0.2
CC(=O)c1ccc(C(=O)N2CCC(n3nccc3NC(=O)C3CC3)CC2)cc1	14	2	-1	-3	-1	2.6	0	-7	0.1
Cc1ccc(-c2cc(C(=O)NCc3ccco3)c3ccccc3n2)s1	47*	-23	2	4	-15	1.1	0	4	0.1
COc1ccc(NC(=O)C(=O)NCCN2CCN(C(=O)c3ccc(C(C)(C)C)cc3)CC2)cc1	-2	4	0	-2	0	2.2	-1	3	0.3
CCOC(=O)CSc1nnc2n1C(C)(C)Cc1ccccc1-2	-1	3	1	-2	-1	-1.9	-2	-2	0.0
COc1cccc(C2c3[nH]c4ccccc4c3C[C@H]3C(=O)N(c4ccccc4C(=O)N4CCCC4C(=O)O)C(=O)N23)c1 (stereo partly specified)	5	-1	-3	-1	6	2.6	-7	-16	0.1
Cn1cc(C(=O)N/N=C/C=C/c2ccccc2)ccc1=O	0	11	-4	4	6	-2.2	-2	3	-0.4
CCOC(=O)CNC(=O)C(Cc1ccccc1)NS(=O)(=O)c1ccc2c(c1)CCC(=O)N2 (stereo unspecified)	2	1	1	3	5	1.7	2	3	-0.1
COc1cc(CNCc2ccccn2)ccc1OCc1ccc(Cl)cc1Cl	-4	11	10	4	-5	2.2	1	-3	0.5
CCOC(=O)C(Cc1ccccc1)NC(=O)CNC(=O)CNC(=O)OCc1ccccc1 (stereo unspecified)	-7	-2	-1	1	10	3.0	-2	8	-0.1
O=C(Cc1ccc(Br)cc1)Nc1ccccc1Sc1ccccc1	6	9	-1	0	-4	0.0	1	62	0.1
O=C(CC1CCCC1)NNC(=O)c1ccc(Br)cc1	.	-1	1	.	0	1.3	.	7	-0.1
O=C(COC(=O)/C=C/c1cccc(Cl)c1)Nc1ccccc1-c1ccccc1	4	10	2	-1	7	5.2	2	6	0.1
CCn1c(=O)n(CC(=O)Nc2cc(OC)c(OC)c(OC)c2)c(=O)c2ccccc21	2	-8	-3	-2	0	0.7	-1	7	0.0
Cc1cccc(C(=O)O/N=C/c2ccc(Br)cc2)c1	7	3	-7	-2	4	-1.8	0	-1	-0.1
CCN(CC)S(=O)(=O)c1ccc(Cl)c(NC(=O)COc2ccc(OC)cc2[N+](=O)[O-])c1	-1	4	-6	-6	3	-1.1	0	6	-0.2
CCOC(=O)c1sc(NC(=O)CSc2nnc(C(C)C)n2C)nc1C	0	10	-3	3	-7	0.1	2	-15	0.1
Cc1cc(C)n(C(=O)c2ccc(Cl)c(F)c2F)n1	-6	4	-4	-1	-13	0.3	1	19	0.0
COc1ccc(Cc2n[nH]c(=S)o2)cc1	1	1	-3	-1	-5	-1.4	2	-26	0.1
O=C(NCCCN1CCOCC1)C1CC(=O)N(C2CCCCC2)C1 (stereo unspecified)	-1	-7	-2	7	1	-2.3	1	0	0.0
O=C(NCCCN1CCOCC1)c1ccc(Cl)cc1[N+](=O)[O-]	-1	1	-3	-5	-3	-2.3	1	4	-0.1
O=C1CCN(Cc2ccccc2)S(=O)(=O)c2ccc(F)cc21	.	3	0	.	-3	0.0	.	4	-0.1
Cc1csc(NC(=O)c2sccc2C)n1	4	1	-3	-2	2	1.1	-2	-12	0.1
Cc1ccc(-c2nc(CS(=O)(=O)CC(=O)NCCCN3CCOCC3)c(C)o2)cc1	-5	3	1	-1	6	4.0	5	7	0.1
O=C(CCn1cccc1)NCc1ccc2c(c1)OCO2	6	2	-3	-1	-6	5.2	1	7	0.0
O=C(O)CSc1nnc(COc2cccc3cccnc23)n1-c1ccc(Cl)cc1	-2	8	-2	0	7	2.4	1	36	0.0
Cc1ccc(NC(=O)CN(C)C(=O)C2CC(=O)N(Cc3ccccc3)C2)cc1 (stereo unspecified)	1	4	0	-2	-1	0.3	-3	-6	0.0
COCCCNC(=O)CN(CCc1ccccc1)S(=O)(=O)c1ccc(OC)cc1	-2	3	-1	-2	3	1.9	-1	-9	0.1

Profiles, quoted from the list:
COCCCNC(=O)CN(CCc1ccccc1)S(=O)(=O)c1ccc(OC)cc1 in the list: HCV core dimer: -2; proCasp7 act: 3; PP1 inh: -1; CTSL1 counter: -2; procasp3 activ: 3; PP5 inh: 1.9; TPT1 inh: -1; GASC-1 inh: -9; Efflux pump mplx: 0.1
O=C1CCN(Cc2ccccc2)S(=O)(=O)c2ccc(F)cc21 in the list: HCV core dimer: .; proCasp7 act: 3; PP1 inh: 0; CTSL1 counter: .; procasp3 activ: -3; PP5 inh: 0.0; TPT1 inh: .; GASC-1 inh: 4; Efflux pump mplx: -0.1
